Compound activity as filed in PubChem BioAssay.
PLCb3 inh: human PLC-beta3 inhibitors, primary screen, biochemical, fluorescence. 1-phosphatidylinositol 4,5-bisphosphate phosphodiesterase beta-3 (Homo sapiens), Q01970. hit rate 0.18% among 370,000. inhibition, % at 12.2 µM. Purified PLC-beta3, fluorogenic substrate; in the data active means inhibition above about 11%;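 further: 0% = median of compound wells on plate and 100% = full blocker control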
ADAM17 inh: ADAM17 inhibitors, primary screen, biochemical, QFRET | inhibition, % at 6.95 µM | recombinant ADAM17, EDANS/DABCYL FRET peptide cleavage | AID 720648, 2013 | hit rate 0.83% among 370,000 | Disintegrin and metalloproteinase domain-containing protein 17 (Homo sapiens), P78536;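 active means inhibition above the mean of compounds lying between control limits plus 3 SD, set per campaign, cut at about 8.5% in these data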;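 further: 0% = DMSO-only wells as the low control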
ARFGAP1 inhibitor: inhibitors of rat ARFGAP1 GAP activity, primary screen, biochemical, fluorescence polarization, GDP tracer; ADP-ribosylation factor GTPase-activating protein 1 (Rattus norvegicus), Q62848; Arfgap1-stimulated ARF1 GTP hydrolysis, GDP FP detection; inhibition, % at 16.5 µM; hit rate 0.26% among 360,000; AID 651572, 2012;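 active means inhibition above a per-plate limit, mean inhibition of low control wells plus 3 SD, cut at about 25% in these data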;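 further: 0% = DMSO wells with enzyme and 100% = wells lacking Arfgap1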
Target sequence (Q62848 1-136 limits assumed): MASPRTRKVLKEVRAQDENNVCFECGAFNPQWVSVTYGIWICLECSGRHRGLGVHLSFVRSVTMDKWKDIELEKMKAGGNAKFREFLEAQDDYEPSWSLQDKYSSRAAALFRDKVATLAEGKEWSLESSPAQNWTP
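Assay system: Rat Arfgap1 GAP domain (His6, aa 1-136), purified enzyme | Buffer or medium: HEPES 25 mM pH 7.5, NaCl 150 mM, MgCl2, DTT | Schedule: GTP hydrolysis reaction 2 h at 25 °C | Signal: FP of antibody-bound GDP Alexa 633 tracer, ex 620/em 688 nm | Measure: Percent inhibition of Arfgap1-stimulated GTP hydrolysis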
SIAE primary: human SIAE inhibitors, primary screen, biochemical, fluorescence polarization, FP-Rh probe, 1536-well HTS; inhibition, % at 9.66 µM; SIAE FP-Rh probe binding; AID 1053197, 2014; hit rate 0.69% among 370,000; Sialate O-acetylesterase (Homo sapiens), Q9HAT2;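 active means inhibition above a cutoff: mean of compounds within the control limits plus 3 SD of those, cut at about 17% in these data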;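 further: 0% = plate median of compound wells and 100% = probe without SIAE protein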
DDE Tn7 FP inh: inhibitors of Tn7 peptide binding to fibrin DD(E), primary screen, biochemical, fluorescence polarization, human fibrin, Tn7 probe; Fibrinogen beta chain (Homo sapiens), P02675; FP displacement of FITC-Tn7 peptide from fibrin DD(E); 0% = median of compound wells per plate; inhibition, % at 8.3 µM; hit rate 0.13% among 370,000; AID 720508, 2013;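 active means inhibition above the mean of compounds falling within the control limits plus 3 SD of them, cut at about 14% in these data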;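 further: 0% = plate median of compound wells and 100% = 10 µM Aha-Tn7 peptide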
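Test system: human clot-derived fibrin DD(E) complex / Quantity: 2 µM final DD(E) protein / Incubation: 10 min plus 3 h, room temperature / Measured by: fluorescence polarization / Benchmarks: high control of 10 µM Aha-Tn7 peptide / Replicates: singlicate testing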
ADAM10 inh: human ADAM10 inhibitors, primary screen, biochemical, QFRET, HTS; Disintegrin and metalloproteinase domain-containing protein 10 (Homo sapiens), O14672; recombinant ADAM10, EDANS/DABCYL FRET peptide cleavage, 3 h; inhibition, % at 7 µM; hit rate 0.62% among 370,000;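 active means inhibition above a per-campaign cutoff equal to the mean of compounds falling between control-based bounds plus 3 SD, cut at about 20% in these data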;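 further: 0% = DMSO wells while the 100% control is not disclosed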
Target sequence (O14672 214-748 limits assumed): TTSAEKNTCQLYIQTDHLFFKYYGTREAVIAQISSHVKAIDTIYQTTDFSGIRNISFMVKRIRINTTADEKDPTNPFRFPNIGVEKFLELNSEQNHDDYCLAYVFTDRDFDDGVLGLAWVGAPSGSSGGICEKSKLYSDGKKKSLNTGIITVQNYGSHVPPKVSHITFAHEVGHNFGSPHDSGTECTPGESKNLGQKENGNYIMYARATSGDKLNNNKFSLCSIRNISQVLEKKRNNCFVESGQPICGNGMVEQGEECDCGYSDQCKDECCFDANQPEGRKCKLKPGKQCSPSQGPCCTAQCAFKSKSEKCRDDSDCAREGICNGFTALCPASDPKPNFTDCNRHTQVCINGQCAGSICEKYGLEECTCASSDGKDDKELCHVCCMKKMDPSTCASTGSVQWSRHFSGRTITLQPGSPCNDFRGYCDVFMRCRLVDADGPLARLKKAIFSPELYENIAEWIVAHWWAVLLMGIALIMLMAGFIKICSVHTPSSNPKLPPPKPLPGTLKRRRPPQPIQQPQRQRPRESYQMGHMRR
PLC-gamma1 inh: PLC-gamma1 enzyme inhibitors, primary screen, biochemical, fluorescence, purified enzyme; hit rate 0.84% among 370,000; fluorogenic substrate; 1-phosphatidylinositol 4,5-bisphosphate phosphodiesterase gamma-1 (Homo sapiens), P19174; AID 720700, 2013; inhibition, % at 12.2 µM; in the data active means inhibition above about 9.5%
Tn6 DDE FP: inhibitors of Tn6 peptide binding to fibrin DD(E), primary screen, biochemical, fluorescence polarization, human fibrin, Tn6 probe; inhibition, % at 8.3 µM; AID 720509, 2013; hit rate 0.21% among 370,000; Fibrin DD(E) TRITC-Tn6 fluorescence polarization displacement;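 active means inhibition above a per-campaign cutoff: mean of compounds within control limits plus 3 SD, cut at about 15% in these data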;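 further: 0% = median of all compound wells on the plate and 100% = blocking peptide control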
ASAP1 inh: inhibitors of human ASAP1 ArfGAP activity, primary screen, biochemical, fluorescence polarization; Arf-GAP with SH3 domain, ANK repeat and PH domain-containing protein 1 (Homo sapiens), …; ASAP1-stimulated ARF1 GTP hydrolysis, GDP FP detection; inhibition, % at 16.5 µM; hit rate 0.19% among 360,000; in the data active means inhibition above about 25%;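 further: 0% = vehicle with enzyme and substrate and 100% = no enzyme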
Target sequence (Q9ULH1 325-724 limits assumed): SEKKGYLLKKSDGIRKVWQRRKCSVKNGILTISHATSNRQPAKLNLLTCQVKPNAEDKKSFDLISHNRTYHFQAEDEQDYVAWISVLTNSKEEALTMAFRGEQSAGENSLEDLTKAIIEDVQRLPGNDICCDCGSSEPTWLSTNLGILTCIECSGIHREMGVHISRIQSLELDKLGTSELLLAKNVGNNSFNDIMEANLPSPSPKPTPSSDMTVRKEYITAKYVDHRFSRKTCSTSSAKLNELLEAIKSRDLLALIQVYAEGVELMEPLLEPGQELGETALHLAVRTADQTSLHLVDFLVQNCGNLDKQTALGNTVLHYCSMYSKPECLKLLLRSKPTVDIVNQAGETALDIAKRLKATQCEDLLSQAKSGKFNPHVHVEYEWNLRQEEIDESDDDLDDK
TDP2 inh: human TDP2 enzyme inhibitors, primary screen, biochemical, epi absorbance, recombinant enzyme; inhibition, % at 12.8 µM; Tyrosyl-DNA phosphodiesterase 2 (Homo sapiens), O95551; hit rate 0.34% among 370,000; AID 720702, 2013; T5PNP hydrolysis, p-nitrophenol absorbance 415 nm;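 active means inhibition above the mean of all tested compounds plus 3 SD, set per campaign, cut at about 25% in these data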;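 further: 0% = DMSO with enzyme and 100% = buffer with substrate but no TDP2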
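Material: recombinant human TDP2; quantity: TDP2 enzyme at 120 nM final; medium: Tris-HCl pH 7.5 with MgCl2; compound: single concentration, 12.8 µM nominal, with 1% DMSO; incubation: 2 h enzyme incubation at 37 °C; signal: epi absorbance; measure: percent inhibition; benchmarks: high control without enzyme, low control DMSO plus TDP2; repeats: singlicate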
* marks the source's active call; other numbers are inactive results; i = inactive; x = not tested or not shown.

SMILES	PLCb3 inh	ADAM17 inh	ARFGAP1 inhibitor	SIAE primary	DDE Tn7 FP inh	ADAM10 inh	PLC-gamma1 inh	Tn6 DDE FP	ASAP1 inh	TDP2 inh
COc1ccc(NC(=O)C2CCCN2C(=O)NCc2ccccc2)c(OC)c1 (stereo not drawn)	5	-3	2	4	0	3	2	-2	-4	4
CCn1c(-c2ccccc2)csc1=Nc1ccc(O)cc1	-1	2	2	25*	0	7	2	5	10	-7
CCOC(=O)C1CCN(S(=O)(=O)c2cc(C(=O)OC)n(C)c2)CC1	3	0	-7	4	-3	-6	-1	6	6	-1
CCn1cc(C(=O)NCc2ccc3c(c2)OCO3)c(=O)c2cc(F)c(N3CCN(C)CC3)cc21	-16	-33	8	-1	-1	-97	-16	-4	9	-4
CCn1cc(C(=O)NN)c(=O)c2cc(F)c(NC3CCCCC3)cc21	-18	-28	-2	-5	2	-53	-8	-3	3	15
CC(=O)c1sc(NC(=O)c2ccc(Cl)cc2)nc1C	-7	-4	-6	-3	3	-1	4	0	12	-5
COc1ccc(S(=O)(=O)N2CCCC(C(=O)NC3CC3)C2)cc1OC (stereo not drawn)	-7	-7	1	6	5	-6	3	-1	-5	-3
CC(C)(C)c1cc(C(=O)N/N=C/c2ccc([N+](=O)[O-])s2)n[nH]1	-13	-1	1	0	4	-4	-9	-5	7	-8
Cc1cn([C@H]2C[C@H](O)[C@@H](CNCc3ccccc3)O2)c(=O)[nH]c1=O	4	-1	-3	-6	-12	-5	-1	8	3	4
Cc1nc(C)c(C(=O)C2=C(O)C(=O)N(CCN(C)C)C2c2cccs2)s1 (stereo not drawn)	-4	-7	17	10	-3	-5	4	-1	14	-4
CCc1ccc(NC(=O)N(CCCN2CCOCC2)Cc2cccs2)cc1	1	-1	-7	0	-2	-17	3	-2	-3	5
COc1ccc(Cn2c(C3CC3)nc3ccc(NC(=O)c4ccco4)cc3c2=O)cc1	-10	4	-1	-13	-2	-4	-4	-7	-1	-4
COc1ccc(NC(=O)CN(C)C(=O)c2cc(-c3ccc(OC)cc3)nc3ccccc23)cc1	i	-200	4	-6	-1	i	i	0	3	-8
CC1(C)CC(=O)C=C(c2cccc3c2Oc2ccccc2S3)C1	-6	3	3	-4	8	12	-3	-7	-7	-8
COc1ccc(OC)c(NC(=O)C(CCS(C)(=O)=O)NC(C)=O)c1 (stereo not drawn)	-1	-1	11	-3	8	11	-2	5	-7	-4
Cc1ccccc1S(=O)(=O)N(CC(O)CN1C(=O)NC(C)(C)C1=O)c1ccccc1 (stereo not drawn)	1	1	10	4	6	-3	1	11	-2	-10
NC(=O)c1ncc(C(F)(F)F)cc1Oc1cccc(C(F)(F)F)c1	0	-2	4	2	-1	-4	-3	13	-21	-5
O=Cc1ccc(OCC(=O)N2CCOCC2)cc1	-9	-2	10	3	0	7	2	2	-11	18
O=[N+]([O-])c1ccc2c(OCc3nnc(-c4ccccc4Br)o3)ncnc2c1	-34	-7	-4	6	4	-13	-17	6	19	14
CCN=C1S/C(=C\c2ccc(N3CCOCC3)cc2C)C(=O)N1CC	-15	-4	3	4	-3	-4	-14	-1	4	6
O=S(=O)(/N=C(\[O-])C[n+]1ccccc1)c1ccc(Cl)cc1	-4	-4	-5	0	3	-1	0	0	-6	-6
COC(=O)c1cc2oc(C)cc2n1CC(=O)N1CCCc2ccccc21	-5	-3	-4	1	-2	-1	-1	8	1	-1
CCOC(=O)Cc1csc(NC(=O)CSc2nnc(-c3ccc(OC)cc3)n2C)n1	-1	6	-14	-1	3	8	0	7	-10	-15
COC(=O)[C@H]1[C@H]2C[C@@H]3c4[nH]c5cc(OC)ccc5c4CCN3C[C@H]2C[C@@H](OC(=O)c2ccc(N)cc2)[C@@H]1OC	-130	-19	11	0	4	-34	-85	-3	4	2
CC(C)(C)N(Cc1ccccc1)C(=O)c1ccc(Cl)cc1[N+](=O)[O-]	3	1	-9	0	2	8	3	9	-3	-7

The list goes on:
SMILES	PLCb3 inh	ADAM17 inh	ARFGAP1 inhibitor	SIAE primary	DDE Tn7 FP inh	ADAM10 inh	PLC-gamma1 inh	Tn6 DDE FP	ASAP1 inh	TDP2 inh
O=C(O)c1cc2ccc3ccccc3c2oc1=O	i	i	10	0	5	i	i	0	-1	2
COc1ccc2oc(C(=O)OC(C)C(=O)N(C)c3ccccc3)c(C)c2c1 (stereo not drawn)	-90	-71	-4	1	3	-209	-92	2	-2	14
CC(C)CC(NC(N)=O)C(=O)NCc1ccccc1Cl (stereo not drawn)	2	-3	2	-13	-1	-4	2	2	-8	-5
CCOC(=O)C1CCN(S(=O)(=O)c2ccc3c(c2)N(C)C(=O)CC(=O)N3C)CC1	-5	2	6	0	1	2	3	-3	3	12
O=C(O)C[C@H]1c2ccccc2S(=O)(=O)N1c1ccccc1	1	-5	2	-4	6	-1	-1	1	-13	4
COc1ccc(C2C(C#N)=C(N)OC3=C2C(=O)CC(C)(C)C3)cc1OC (stereo not drawn)	1	-7	1	0	6	-3	-3	5	8	-15
COc1ccc(-n2c(SCC(=O)Nc3nccs3)nc3c(c2=O)SCC3)cc1	4	1	3	-10	-1	1	2	3	5	2
CN1CC(=O)N(CC(=O)Nc2ccc(OCc3ccccc3)cc2)C1=O	-5	-1	5	4	-4	-1	3	1	8	0
CCc1c(C2(O)CCCCC2)[nH]c2ccc(C(=O)OC)cc12	-27	-8	-1	1	3	-25	-17	2	-3	6
CCCC1c2ccc(C)n2CCN1C(=O)Nc1ccc(F)cc1 (stereo not drawn)	-69	-29	6	1	-2	-93	-40	-1	-9	-5
NC(=O)CSc1nnc(-c2ccc(O)cc2)n1Cc1ccco1	5	-2	9	6	-2	2	2	2	-15	10
O=C(c1n[nH]c(=O)c2ccccc12)N1CCN(c2ccccc2Cl)CC1	1	-3	-10	3	4	-2	1	4	-14	1
Cc1c(C)c2ccc(Oc3ccc([N+](=O)[O-])cc3C(F)(F)F)c(C)c2oc1=O	0	-3	2	0	1	0	-3	-2	-10	0
CCCc1cc(=O)oc2c(C)c(OCc3nn[nH]n3)ccc12	-40	-125	5	-3	-4	-342	-34	-5	12	-8
CCOC(=O)C(Oc1ccc(=O)[nH]n1)C(C)=O (stereo not drawn)	4	0	-5	-3	-6	-4	2	2	3	12
COC(=O)c1ccc(NC(=O)COc2ccc3c(c2)OCO3)cc1	-10	1	7	-5	-5	3	2	0	10	-15
O=C(CC(Nc1ccc(F)cc1)C(=O)O)c1ccccc1 (stereo not drawn)	-10	1	1	-1	7	-8	-12	9	-16	0
CCOC(=O)[C@H](Cc1ccccc1)NC(=O)[C@H]1C[C@@]2(N3CCCCC3)c3ccccc3N(C(=O)OC(C)(C)C)[C@H]2N1C(=O)OC(C)(C)C	6	5	x	5	-3	12	3	11	x	-9
Cc1cc(=O)n2nc(N3CCC(C(=O)NCc4ccco4)CC3)sc2n1	-7	-1	-6	1	-3	-7	2	4	-6	12
O=C1C=C(Nc2cccc(Cl)c2)CC(c2ccco2)C1 (stereo not drawn)	-26	-8	0	5	-1	-17	-25	-7	-3	9
CN(C(=O)CCn1c(=S)oc2ccccc21)C1CCCCC1	-2	2	-2	-3	2	4	2	6	1	0
O=C(Oc1cccc(C(=S)N2CCOCC2)c1)c1cccc(Cl)c1	-12	0	-6	-5	-2	-5	2	0	3	-3
Cc1cc(C)c(NC(=O)CNC(=O)Cc2sc(C)nc2-c2ccc(F)cc2)c(C)c1	-5	-5	-1	0	-2	1	-2	9	-17	0
Cc1ccc(S(=O)(=O)N2CCOCC2)cc1C(=O)N(Cc1nnc(-c2ccccc2Cl)o1)C1CC1	-5	-2	-8	0	4	-6	2	-2	1	-2
O=C(O)CCC(=O)Nc1sc2c(c1C(=O)NCc1ccccc1)CCCC2	-12	-5	6	0	3	0	-6	-5	-5	17

Continued; it opens with the 3 that closed the last part.
SMILES	PLCb3 inh	ADAM17 inh	ARFGAP1 inhibitor	SIAE primary	DDE Tn7 FP inh	ADAM10 inh	PLC-gamma1 inh	Tn6 DDE FP	ASAP1 inh	TDP2 inh
Cc1cc(C)c(NC(=O)CNC(=O)Cc2sc(C)nc2-c2ccc(F)cc2)c(C)c1	-5	-5	-1	0	-2	1	-2	9	-17	0
Cc1ccc(S(=O)(=O)N2CCOCC2)cc1C(=O)N(Cc1nnc(-c2ccccc2Cl)o1)C1CC1	-5	-2	-8	0	4	-6	2	-2	1	-2
O=C(O)CCC(=O)Nc1sc2c(c1C(=O)NCc1ccccc1)CCCC2	-12	-5	6	0	3	0	-6	-5	-5	17
Clc1ccc2c(NCc3ccco3)ncnc2c1	2	-2	-3	2	0	0	5	3	-4	8
CC(C)(C)c1ccc(C(=O)c2c[nH]c(C(=O)O)c2)cc1	-1	0	-9	3	5	-1	0	4	0	-8
CC(C)Cn1c(SCC(=O)N2CCc3ccccc3C2)nc2cc(Cl)ccc2c1=O	-1	-3	0	-5	4	-7	-1	-2	10	-10
O=C(CC1C[C@H](C(=O)N2CCOCC2)[C@@]2(CCC3CCCC3)c3[nH]c4ccccc4c3CCN2C1=O)NCCC1=CCCCC1 (stereo partly drawn)	5	0	4	2	-7	-9	-1	-3	1	-1
CCOc1ccccc1C(=O)Nc1ccc2nc3n(c(=O)c2c1)CCCCC3	-8	0	17	-7	0	1	-2	-2	-3	21
N/C(=N\OC(=O)c1ccc(Cl)c(Cl)c1)c1cccc(CSc2ccccn2)c1	-7	-3	1	-5	2	-12	0	-2	-6	-3
CC(C)NC(=S)N1CCC(Cc2ccccc2)CC1	-6	-2	-11	-3	-6	11	3	-2	-11	2
CS(=O)(=O)N(CC(=O)NCc1ccc2c(c1)OCO2)Cc1ccccc1	2	0	-1	2	-5	0	-2	4	-16	10
